# Assay outcomes: PubChem BioAssay, NCI
# All columns: NCI-60 one-dose screen, growth in % after 48 h at 10 µM unless noted; 100 = growth as untreated, 0 = no growth, -100 = all killed.
# HL-60(TB) – HL-60(TB) leukemia cells. actives 9% (n = 78,000); active = growth percent below 10
# * marks the source's active call; other numbers are inactive results; [ ] = another dose, or the depositor's remark. Not all compounds are listed; the hit share may differ from the screen's.
No.	Molecule	HL-60(TB)
1	Nc1nc2c(C(=O)Nc3ccc(Cl)cc3)c(Nc3ccc(Cl)cc3)nn2cc1-c1nc2ccccc2s1	101
2	CCCCCCCCCCCCCCCCCCOc1ccccc1CC(=O)OCCC[N+](C)(C)C	9.1*
3	O=C(NNc1ccccc1)OCc1ccccc1	6.0*
4	O=C(C1CC1)N1CCN(c2ncc([N+](=O)[O-])c(N3CCN(C(=O)C4CC4)CC3)n2)CC1	102
5	Nc1c(C(=O)Nc2ccccc2)oc2ncccc12	101
6	COc1ccc(/C=C2\SCc3cc4ccc(OC)cc4[o+]c32)c(O)c1	102
7	CCCCCCCCCCOc1ccc(C(=O)Oc2ccc(CSP3(=O)OCC4OC(n5ccc(=O)[nH]c5=O)C(F)C4OP(=O)(O)OCC4OC(n5cnc6c(N)ncnc65)C(F)C4O3)cc2)cc1 (configuration not stated)	-13*
8	CN1CCS(=O)(=O)C2CCCCC2C1=O (configuration not stated)	108
9	CN(C)c1ccc(O)c2c1CC1CC3C(N(C)C)C(=O)C(C(N)=O)=C(O)C3(O)C(=O)C1=C2O (configuration not stated)	51
10	COc1cccc(-c2nc3sccn3c2-c2ccnc(NCCNS(=O)(=O)c3cccc(F)c3)c2)c1	-1.8*
11	COc1ccc(CN2CCO[C@H](COc3ccccc3)C2)cc1F	102
12	CC(=O)OC1CCC2(C)C(CC(=O)C3C2CCC2(C)C(OC(C)=O)CCC32)C1 (configuration not stated)	74
13	[N-]=[N+]=NCC1OC(n2cnc3c(NC(=O)Nc4ccccc4)ncnc32)C2OC(=O)CC12 (configuration not stated)	87
14	COc1ccc(-c2nc(C#N)c(NCC(c3ccco3)N3CCCC3)o2)cc1 (configuration not stated)	-14*
15	N#Cc1cc(-c2ccccc2)[nH]c1-c1nccc2ccccc12	36
16	Cc1cc(Nc2nc(-c3cn(-c4ccc(Cl)cc4)nn3)nc3ccccc23)n[nH]1	55
17	Fc1ccc(-c2cnc3nonc3n2)cc1Br	58
18	CC[C@@](C)(NC(=O)C(C)(C)NC(=O)[C@@H](NC(=O)[C@@H]1CCCN1C(=O)C(C)(C)NC(=O)[C@H](CC(C)C)NC(=O)CNC(=O)C(C)(C)NC(=O)[C@@H](NC(=O)C(C)(C)NC(=O)[C@H](CCC(N)=O)NC(=O)[C@H](C)NC(=O)C(C)(C)NC(=O)[C@H](C)NC(=O)C(C)(C)NC(=O)[C@@H]1CCCN1C(=O)C(C)(C)NC(C)=O)C(C)C)C(C)C)C(=O)N[C@@H](CCC(N)=O)C(=O)N[C@@H](CCC(N)=O)C(=O)N[C@H](CO)Cc1ccccc1	-51*[4.25 µM]
19	Cc1ccc(-c2nnc(COc3ccc(-c4nnc(N)s4)cc3)o2)cc1	96
20	CCOC(=O)c1c(NS(=O)(=O)c2ccccc2[N+](=O)[O-])sc2c1CCCC2	116
21	C/C(=N/O)c1ccc(NC(=O)CSc2nnc(-c3ccc(-c4nc5ccc(Cl)cc5[nH]4)cc3)o2)cc1	44
22	COc1cc(/C=C2/C=C(c3ccccc3)N(CCc3ccc(S(N)(=O)=O)cc3)C2=O)cc(OC)c1OC	87
23	Cn1c(=O)n(C)c2cc(NCc3cn(-c4ccc(C(F)(F)F)cc4)nc3-c3ccc(C(=O)O)cc3)ccc21	103
24	Cc1cccc(Cl)c1NC(=O)SC(C)C	100[100 µM]
25	Oc1c(I)cc(I)cc1CNCCN(Cc1ccccn1)Cc1ccccn1	-31*
26	O=C(c1ccc(Cl)cc1)C1[C@H](c2ccccc2Cl)[C@@H](c2ccccc2)NC12C(=O)Nc1ccc(Cl)cc12 (some centres not stated)	-40*
27	O=C(CCc1c[nH]c2ccccc12)Nc1nnc(Cc2ccccc2)s1	25
28	CC(=O)c1ccc2c3c(cc(C)c2c1)CCCC3	75
29	O=c1[nH]c2ccccc2cc1CSc1nccc(-c2ccc3ccccc3c2)n1	51
30	CCCC(=O)n1nc(C(=O)OCC)c2ccccc21	99
31	OCC(O)COc1ccccc1 (configuration not stated)	96
32	CN(C)c1ccc(-c2ccccc2)cc1	88
33	CCOC(=O)c1sc2nc(-c3cc(OC)c(OC)c(OC)c3)nc(N3CCOCC3)c2c1C	25
34	C/C(=N/NC(=O)c1sc(=S)n(C)c1N)c1cc2cc(Cl)ccc2o1	113
35	CCN(CC)CCCC(C)Nc1cc(-c2ccc(C(F)(F)F)cc2)c(C#N)c2nc3ccccc3n12 (configuration not stated)	-60*
36	CCCCN(CCCC)Cc1cc(Nc2ccnc3cc(Cl)ccc23)ccc1O	36
37	COC(=O)c1ccc(-n2cc(CCCOS(=O)(=O)c3ccc(C)cc3)nn2)cc1	97
38	C=C1C(=O)O[C@H]2[C@H]1CC/C(COC(=O)/C=C\C(=O)NCc1ccc(Cn3c(=O)sn(-c4ccc(Cl)cc4)c3=O)cc1)=C\CC[C@@]1(C)O[C@@H]21	-53*
39	Clc1ccc(-c2nnc(/N=C/c3ccccc3)o2)cc1	97
40	COc1ccc(-c2nc3ccccn3c2-c2nc3ccc(Cl)cc3[nH]2)cc1	75
41	C1=C(N2CCCC2)CCC1	57
42	COc1cc(-c2csc(NC(=O)c3ccc(N4CCOCC4)c(C(F)(F)F)c3)n2)cc(OC)c1OC	16
43	O=[N+]([O-])c1ccc(-c2ccc(-c3nn4c(-c5ccccc5)nnc4s3)o2)cc1	90
44	CC(=O)O.[In]	93
45	N#CC(Cl)(Cl)CCl	114
46	O=C(NCCNc1nccc(-c2c(-c3cccc(O)c3)nc3sccn23)n1)c1cc(N2CCOCC2)cc(C(F)(F)F)c1	102
47	CC12CCCC(C(C#N)C(N)=O)(C1)NC(=O)C2C#N (configuration not stated)	102
48	COC(=O)C(=O)C(Cc1ccccc1)NC(=O)c1[nH]c2ccccc2c(=O)c1C (configuration not stated)	99
49	O=C(OC1=C(OC(=O)c2ccc(N=Nc3ccccc3)cc2)c2ccccc21)c1ccc(N=Nc2ccccc2)cc1	110
50	Brc1ccc2c(c1)-c1ccccc1C1=NCCN12	18

# Another view of some results above:
32. CN(C)c1ccc(-c2ccccc2)cc1
  HL-60(TB): 88
33. CCOC(=O)c1sc2nc(-c3cc(OC)c(OC)c(OC)c3)nc(N3CCOCC3)c2c1C
  HL-60(TB): 25
34. C/C(=N/NC(=O)c1sc(=S)n(C)c1N)c1cc2cc(Cl)ccc2o1
  HL-60(TB): 113
35. CCN(CC)CCCC(C)Nc1cc(-c2ccc(C(F)(F)F)cc2)c(C#N)c2nc3ccccc3n12 (configuration not stated)
  HL-60(TB): -60*

# Pulled one by one from the list above:
No.	Molecule	HL-60(TB)
30	CCCC(=O)n1nc(C(=O)OCC)c2ccccc21	99
34	C/C(=N/NC(=O)c1sc(=S)n(C)c1N)c1cc2cc(Cl)ccc2o1	113
44	CC(=O)O.[In]	93
46	O=C(NCCNc1nccc(-c2c(-c3cccc(O)c3)nc3sccn23)n1)c1cc(N2CCOCC2)cc(C(F)(F)F)c1	102

# (listing goes on)
No.	Molecule	HL-60(TB)
51	CC(=O)OS(=O)(=O)c1ccc(C)cc1	104
52	CC(=O)Oc1ccccc1C	100
53	CC(C)[C@H]1CC[C@@](C)(C(=O)O)C1	99
54	CCOC(=O)c1ccc(NN=NCCF)cc1	101
55	CCOC(=O)C1=C(C)NC(=O)NC1c1ccc(OCC(=O)N/N=C/c2ccc(Cl)cc2)cc1 (configuration not stated)	98
56	COc1cc2c(cc1OC)C(c1ccc(S(N)(=O)=O)cc1)N(S(N)(=O)=O)CC2 (configuration not stated)	47
57	C/C(=C1/SC(=S)NC1=O)c1ccc(Cl)c(O)c1	94
58	Nc1ncc(-c2ccc3ncnc(-n4cnc5cc(F)c(F)cc54)c3c2)cn1	103
59	Cc1cc(C)c(O)c(C(=O)CC(Br)C(=O)O)c1 (configuration not stated)	80
60	Cc1sc2nc(N3CCOCC3)[nH]c(=O)c2c1C	101
61	CCCCCCCNc1nc(-c2ccc(C(F)(F)F)cc2)ncc1-c1ccc(C(F)(F)F)cc1	88
62	Cc1cc(C(=O)O)c(C)c(S(=O)(=O)O)c1	99
63	CCOc1ccc(Cl)cc1N	101
64	COc1ccc(-c2nnc(Nc3ccc(C(F)(F)F)cc3)o2)cc1OC	60
65	Clc1ccccc1-c1nnc(CCc2nc(-c3ccc(Br)cc3)no2)o1	100
66	CC(=O)c1cc2c(cc1C)C1=C(CCC(C)C1)C2(C)C (configuration not stated)	51
67	CCn1cc2c(=O)nc3sc(Cc4ccccc4)c(C)n3c2n1	96
68	O=C(CSc1nnc(Cn2c(C(F)(F)F)nc3ccccc32)o1)Nc1ccccc1	98
69	O=c1[nH]c(NC2CCCC2)nc2c3c(sc12)CCCC3	102
70	Fc1ccc(Nc2nc(Nc3cnc4ccccc4c3)c3[nH]cnc3n2)cc1	81
71	CCN(CC)CCCCCNc1cc(OC(C)=O)cc2cccnc12	34
72	O=C(N=Nc1c(O)[nH]c2ccccc12)Nc1ccccc1Cl	78
73	CCCCCCCCCCCCCCCC(=O)NCc1ccc(Cl)cc1	100
74	O=C1Nc2ccccc2/C1=C/c1cccn1CCCCn1c2ccccc2c(=O)c2ccccc21	60
75	COc1ccc(Cn2c(Br)c3c(c2-c2cc(OC)c(OC)c(OC)c2)CCc2sc(NC(C)=O)nc2-3)cc1	15

# Ordered by SMILES length (falling): 3 of the compounds above
No.	Molecule	HL-60(TB)
55	CCOC(=O)C1=C(C)NC(=O)NC1c1ccc(OCC(=O)N/N=C/c2ccc(Cl)cc2)cc1 (configuration not stated)	98
71	CCN(CC)CCCCCNc1cc(OC(C)=O)cc2cccnc12	34
52	CC(=O)Oc1ccccc1C	100

# New compounds follow.
No.	Molecule	HL-60(TB)
76	O=C1/C(=C/c2ccc(-c3ccc(Cl)cc3)o2)SC(=S)N1CCc1ccc(O)cc1	8.3*
77	Cc1nc2ccccc2n1C	97
78	CC1(C)CC[C@]2(C(=O)Nc3ccc(Br)cc3)CC[C@]3(C)C(=CCC4[C@@]5(C)C[C@@H](O)[C@H](O)[C@@](C)(CO)C5CC[C@]43C)C2C1 (some centres not stated)	-13*
79	Cc1nn2c(-c3nc4ccccc4[nH]3)c(-c3ccc(F)cc3)nc2s1	92
80	O=C(Cc1nc2ccc([N+](=O)[O-])cc2nc1CC(=O)c1cccnc1)c1cccnc1	68
81	CCC(Br)C(N)=O (configuration not stated)	95
82	CCOC(=O)c1cnc(SC)[nH]c1=O	105
83	CN1C2c3ccccc3C3C4c5ccccc5C(C31)C(C2[N+](=O)[O-])N4C (configuration not stated)	90
84	CC(C)(C)c1cc(/N=C/c2cccnc2)n(-c2ccccc2)n1	94
85	COc1cc(C2=NNC(c3ccc(N(C)C)cc3)C2)cc(OC)c1OC (configuration not stated)	-34*
86	O=C1CC(c2cccc(-c3cccnc3)c2)=Nc2ccc(Br)cc2N1	42
87	CCCCCCCCCCCc1nc2ccccc2s1	98
88	Cc1[nH]c(C(=O)Nc2ccc(C(=O)NCC(N)=O)cc2OC(C)C)c(Cl)c1Cl	95
89	COc1ccc(/C=C2\N=C(c3ccccc3)N(C(=O)c3ccccc3O)NC2=O)cc1	-10*
90	O=C1c2ccccc2C(=O)c2c1c(C(=O)C(F)(F)F)n1c2ccc2c3ccccc3ccc21	106
91	Nc1cccc(S(=O)(=O)Nc2ccccc2)c1	78
92	Nc1[nH]c(=S)ncc1-c1ccc(Cl)c(Cl)c1	109
93	COC(=O)c1nc(N)nc(C(=O)OC)c1C(=O)c1ccccc1	117
94	N=C(N)Sc1cccc[n+]1[O-]	28
95	CCCCCCCCCCCCCCCCSc1ccc(S(=O)(=O)N(C)C)cc1C(=O)O	88
96	O=C(Nc1ccc(N=Nc2ccccc2)cc1)c1cccc2ccccc12	12
97	Nc1nnc(-c2c[nH]c3ncc(Br)cc23)c(-c2c[nH]c3ccc(F)cc23)n1	-0.9*
98	Nc1ccc(C(=O)O)cc1Br	122
99	O=C(CC(=O)c1ccc(O)cc1)c1ccccc1	79
100	CN1C(=O)C(C2=NN(c3ccccc3)C(c3ccc(F)cc3)C2)C(=O)N(C)C1=O (configuration not stated)	80
101	CCOP(=S)(N/N=C1/C2(C)CCC(C2)C1(C)C)OCC (configuration not stated)	87
102	CC[n+]1cccc(C(N)=O)c1	96
103	COc1cc(-c2nc(-c3ncccn3)nc(N)c2C#N)cc(OC)c1OC	93
104	Cc1cc(NS(=O)(=O)c2ccc(Nc3nc(/C=C/c4ccc(Cl)cc4)nc4ccccc34)cc2)no1	77
105	O=C1Nc2ccc(Cl)cc2C1=O	138
106	CCCCc1ccc(-c2nc3c(c(C)nc4c3nnn4-c3ccccc3)c(=O)o2)cc1	107
107	N#CCCc1ccccc1	103
108	Cc1cc(-c2ccccc2)n(N2NN=NC2c2ccc(C3N=NNN3n3c(-c4ccccc4)cc(C)nc3=S)cc2)c(=S)n1 (configuration not stated)	107
109	Clc1ccc(-c2cc(-c3ccc(N4CCOCC4)cc3)n3c(n2)nc2ccccc23)cc1	94
110	CSc1ccc(C2SCC(=O)N2NC(=O)C(O)(c2ccccc2)c2ccccc2)cc1 (configuration not stated)	87
111	CCCCN(CCCC)CC(O)c1ccc2cc(Cl)c3ccccc3c2c1 (configuration not stated)	69
112	O=C(Nc1ccc(Cl)cc1)NC1CCCCC1	90

# Another view of part of the listing above.
101	CCOP(=S)(N/N=C1/C2(C)CCC(C2)C1(C)C)OCC (configuration not stated)
  HL-60(TB): 87
102	CC[n+]1cccc(C(N)=O)c1
  HL-60(TB): 96
103	COc1cc(-c2nc(-c3ncccn3)nc(N)c2C#N)cc(OC)c1OC
  HL-60(TB): 93
104	Cc1cc(NS(=O)(=O)c2ccc(Nc3nc(/C=C/c4ccc(Cl)cc4)nc4ccccc34)cc2)no1
  HL-60(TB): 77
